High-throughput results: PubChem, National Center for Advancing Translational Sciences (NCATS)
LmPK inhibitor: inhibitors of Leishmania mexicana pyruvate kinase; Q27686; Potency, µM (top dose mostly 57.5 µM), inactives show at the highest dose activity change, negative = inhibition, most hits filed as inhibitors; purified LmPK, Kinase-Glo ATP luminescence, 1 h; AID 1721; 0.37% of 290,000 active; note: potency is the fitted concentration of half-maximal effect; % is set by controls: 0 for no effect and ±100 for the full control effect
Target sequence (Q27686 whole entry, looked up): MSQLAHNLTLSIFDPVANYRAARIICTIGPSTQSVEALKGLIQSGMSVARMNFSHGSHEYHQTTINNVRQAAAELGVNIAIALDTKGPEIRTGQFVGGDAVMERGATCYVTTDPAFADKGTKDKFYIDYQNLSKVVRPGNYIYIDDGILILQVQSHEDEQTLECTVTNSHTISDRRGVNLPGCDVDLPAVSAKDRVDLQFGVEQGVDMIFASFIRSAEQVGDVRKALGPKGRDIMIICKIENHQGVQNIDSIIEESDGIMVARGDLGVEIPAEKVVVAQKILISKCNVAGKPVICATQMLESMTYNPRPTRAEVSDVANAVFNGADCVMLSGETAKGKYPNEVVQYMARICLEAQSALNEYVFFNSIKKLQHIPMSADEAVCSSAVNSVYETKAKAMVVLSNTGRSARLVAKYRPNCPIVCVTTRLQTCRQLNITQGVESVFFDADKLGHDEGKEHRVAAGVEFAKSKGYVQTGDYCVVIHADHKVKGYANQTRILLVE
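Pyruvate kinase activity monitored as ATP production (luciferase luminescence). Conditions: 0.1 nM enzyme, 0.5 mM PEP, 0.1 mM ADP, 1 h, RT; normalized against uninhibited and no-enzyme wells.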
Cycloheximide cs: affects cycloheximide protein synthesis inhibition readout, counter-screen. max response, %. AID 2314. cell reporter, cycloheximide protein synthesis inhibition counterscreen. 12% of 300,000 active; in the data active = max response mostly above about 13%, no sharp cut-off; inactive = mostly below about 14%; note: read at 38.3 µM for the half of the compounds with a filed dose; 0% is about no effect
Pf growth 96h: inhibits malaria parasite growth, 96 h. AID 504834. 6.9% of 320,000 active. P. falciparum luciferase reporter growth, 96 h. Potency, µM (doses to about 28.7 µM), for inactives: top-dose activity change, negative = inhibition, hits mostly inhibitors; note: potency is the fitted concentration of half-maximal effect; % is set by controls: 0 for no effect and ±100 for the full control effect
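Delayed-death screen, second-generation endpoint: infected erythrocytes, 2% hematocrit, 0.05% parasitemia final; 96 hours at 37 C, 5% CO2; luciferase detection reagent; luminescence decrease equals reduced growth.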
Pf growth 48h: inhibits P. falciparum growth in the first generation, 48 h. P. falciparum luciferase growth in erythrocytes, 48 h. Potency, µM (highest dose often 28.7 µM), for inactives: top-dose activity change, negative = inhibition, usual class: inhibitors. 5.9% of 310,000 active. AID 504832; note: potency is the fitted concentration of half-maximal effect; % is set by controls: 0 for no effect and ±100 for the full control effect
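Cell-based growth assay: transgenic P. falciparum expressing firefly luciferase, cultured in red cells within RPMI 1640 containing 0.5% w/v Albumax, 24 mM bicarbonate and gentamycin. A drop in luciferase activity indicates inhibition.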
AMA1-RON2 inh: inhibitors of Plasmodium falciparum AMA1-RON2 interaction. AlphaScreen AMA1-biotinylated RON2 peptide binding. Potency, µM (highest dose often 58.2 µM), for the others: top-dose activity change, negative = inhibition, hits mostly inhibitors. 0.2% of 360,000 active. AID 720542;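 note: potency is the fitted concentration of half-maximal effect; 0% = vehicle wells and -100% = peptide control; nearly all actives have a fitted effect of over 45% in size; some results filed as inactive show a strong effect at the top dose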
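AMA1 (3D7) with his tag at 25 nM final met compounds first, then biotinylated RON2 peptide at 25 nM; detection used donor plus acceptor beads, 10 µg/mL apiece, read by AlphaScreen after 30 min at room temperature.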
TbPYK inhibitor: blocks Trypanosoma brucei pyruvate kinase; 0.12% of 410,000 active; TbPYK enzyme, Kinase-Glo Plus ATP luminescence, 45 min; Q57TT1; Potency, µM (doses to about 76.8 µM), for the others: at the top dose activity, negative = inhibition, hits mostly inhibitors; AID 624173; note: potency is the fitted concentration of half-maximal effect; % is set by controls: 0 for no effect and ±100 for the full control effect; nearly all actives have a fitted effect of over 50% in size
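TbPYK + substrate in 50 mM TEA pH 7.2, 100 mM KCl, 10 mM MgCl2, 0.05% BSA, 0.01% Tween-20; cpd pinned; ADP 130 uM final; 45 min RT; Kinase-Glo Plus 10 min; luminescence endpoint.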
Shiga toxin inh: inhibitors of Shiga toxin in Vero cells; 9.2% of 290,000 active; AID 2315; inhibition, % at 38.7 µM; Vero cells, Shiga toxin protein synthesis inhibition reporter; in the data active = inhibition mostly above about 28%, no sharp cut-off; inactive = mostly below about 43%; note: 0% is about no effect
The depositor's hits bear a star; u = inconclusive; x = no result given; & = joins results of further samples; [ ] = dose if it differs, or a comment. Unless noted, calls come from the whole dose curve; as a rule, active = well fitted curve in the direction sought with a large enough effect; inconclusive = small, poorly fitted or top-dose-only effect, or another doubt; inactive = no such curve, though single readings can be large; an effect the other way counts as inactive or inconclusive.

(1) COc1ccc(C2CC(=O)Oc3cc(O)cc(O)c32)cc1 (centres undefined)
(2) CC(C)CC(=O)NC(=S)Nc1ccc(S(=O)(=O)NC(C)(C)C)cc1
(3) CSc1nc(Cc2ccccc2)cc(=O)[nH]1
(4) CCS(=O)(=O)c1ccc(OC)c(N=Nc2ccc(O)c3ncccc23)c1
(5) CCn1ccc(C(=O)Nc2ccsc2C(=O)OC)n1
(6) COc1ccc(NC(=O)COC(=O)C2CC(=O)N(Cc3ccc(C)cc3)C2)cc1 (centres undefined)
screen / no.	1	2	3	4	5	6
LmPK inhibitor	9%	3%	-3%	-6%	-7%	3%
Cycloheximide cs	-11	-2	-3	4	19	-1
Pf growth 96h	u	-1%	-5%	u	19%	22%
Pf growth 48h	1%	3%	25%	u	-1%	17%
AMA1-RON2 inh	3%	3%[2.32 µM]	13%	-6%	-14%	-2%
TbPYK inhibitor	-5%	-6%	-14%	-12%	-2%	3%
Shiga toxin inh	-8	12	-6	7	9	-1

(7) O=C(NC1CCCC1)C(c1ccncc1)N(C(=O)c1ccco1)c1ccccc1 (centres undefined)
(8) O=c1[nH]c(=S)n(-c2ccccc2Cl)c(O)c1C=NCCN1CCNCC1
(9) COC(=O)C1=C(c2ccc(F)cc2F)C[C@@H]2CC[C@H]1N2C(=O)NCc1ccc(F)cc1
(10) C[C@H](NC(=O)c1ccc(Br)cc1)C(=O)NCc1ccc(S(N)(=O)=O)cc1
(11) COc1ccc(CC(=O)Nc2ccc(-c3cn4ccccc4n3)cc2)cc1
(12) O=c1c2cn[nH]c2[nH]c(=S)n1-c1ccccc1Cl
screen / no.	7	8	9	10	11	12
LmPK inhibitor	0%	-1%	x	1%	-1%	-4%
Cycloheximide cs	4	-2	x	13	25*	1
Pf growth 96h	6%	15%	4%	95%[5.75 µM]	x	-11%
Pf growth 48h	-38%	-4%	u	-94%[5.75 µM]	70%[activator]	32%
AMA1-RON2 inh	3%	72%[activator]	2%	-1%	5%	33%[activator]
TbPYK inhibitor	0%	-8%	2%	10%	2%	-15%
Shiga toxin inh	-11	21	x	-6	112*	12

(13) CN(c1ccc(C(=O)NCc2ccncc2)cc1)S(=O)(=O)c1ccc(Cl)cc1
(14) O=S(=O)(c1ccccc1Cl)N1CCCC1c1nc(-c2cccc(Cl)c2)no1 (centres undefined)
(15) COc1cc(=O)[nH]c(SCC(=O)Nc2nc3c(s2)CCCC3)n1
(16) CCC(=O)NNc1ncnc2c1cnn2-c1cccc(C)c1
(17) O=C(O)CCCC(=O)N1N=C(c2c(-c3ccccc3)c3cc(Cl)ccc3[nH]c2=O)CC1c1cccs1 (centres undefined)
(18) CCCCNC(=O)c1nn2c(C(F)(F)F)cc(-c3ccc(OC)cc3)nc2c1Br
screen / no.	13	14	15	16	17	18
LmPK inhibitor	1%	3%	0%	1%	-2%	-1%
Cycloheximide cs	-1	7	1	7	-2	-2
Pf growth 96h	0%	1%	3%	25%	u	u
Pf growth 48h	23%	0%	-1%	7%	-25%	5%
AMA1-RON2 inh	0%	9%	10%	57%[activator]	0%	3%
TbPYK inhibitor	-10%	2%	-14%	2%	-8%	-13%
Shiga toxin inh	-9	14	-3	16	4	-5

(19) CN(C(=O)c1ccccn1)C1(C(=O)NC2CCCCC2)CCCCC1
(20) O=[N+]([O-])c1ccc(Cl)c(S(=O)(=O)/N=C(/c2ccccc2)N2CCOCC2)c1
(21) Cc1nc(SCC(C)C)[nH]c(=O)c1Cc1ccccc1
(22) CCc1nnc(NC(=O)c2ccc(OC)cc2)s1
(23) CC(C)C1Oc2ccccc2N(CC(=O)N(C)C2CCCCC2)C1=O (centres undefined)
(24) O=C(O)CCNS(=O)(=O)c1ccc2c(c1)OCCCO2
screen / no.	19	20	21	22	23	24
LmPK inhibitor	3%	-5%	-2%	-12%	0%	1%
Cycloheximide cs	1	6	-3	28*	9	-1
Pf growth 96h	u	53%[activator]	-26%[5.75 µM]	-26%	-20%	20%
Pf growth 48h	x	10%	-12%	x	7%	-1%
AMA1-RON2 inh	-7%	-1%	0%	21%	0%	3%
TbPYK inhibitor	3%	-6%	-8%	-3%	-2%	-6%
Shiga toxin inh	-5	-21	14	93*	-3	-6

Reformatted: results already given
| entry | Structure | LmPK inhibitor | Cycloheximide cs | Pf growth 96h | Pf growth 48h | AMA1-RON2 inh | TbPYK inhibitor | Shiga toxin inh |
| --- | --- | --- | --- | --- | --- | --- | --- | --- |
| 22 | CCc1nnc(NC(=O)c2ccc(OC)cc2)s1 | -12% | 28* | -26% | x | 21% | -3% | 93* |
| 23 | CC(C)C1Oc2ccccc2N(CC(=O)N(C)C2CCCCC2)C1=O (centres undefined) | 0% | 9 | -20% | 7% | 0% | -2% | -3 |

Additional entries:
(25) CC(C)c1nc(SCc2ccccn2)c2c(=O)n(C)c(=O)n(C)c2n1
(26) CC(=O)Nc1ccc(Cl)cc1C1COC(=O)C1=N (centres undefined)
(27) O=C(Cc1cn2ccsc2n1)OCc1ccccc1
(28) CCn1cc(C(=O)N[C@H](C(=O)NCCCN2CCOCC2)C(C)C)c(=O)c2cc3c(cc21)OCO3
(29) COC(=O)COc1ccc(S(=O)(=O)N2CCOCC2)cc1
(30) O=C(CSc1nnc(NC(=O)c2c(F)cccc2F)s1)Nc1ccc(F)cc1
screen / no.	25	26	27	28	29	30
LmPK inhibitor	-1%	-1%	-1%	1%	-1%	7%
Cycloheximide cs	0	-3	27*	1	-6	10
Pf growth 96h	5%	5%	x	18%	9%	u
Pf growth 48h	11%	19%	20%	u	6%	58%[activator]
AMA1-RON2 inh	-3%	8%	2%	2%	6%	3%
TbPYK inhibitor	1%	0%	-2%	4%	3%	1%
Shiga toxin inh	-7	12	62*	-6	28	53

(31) CCC(C(=O)OCC(=O)Nc1cccc(C(C)=O)c1)c1ccccc1 (centres undefined)
(32) CCC1S/C(=N/N=C/c2cccs2)NC1=O (centres undefined)
(33) O=C(Nc1ccnn1C1CCN(Cc2cccc(OCCO)c2)CC1)c1cccc(F)c1
(34) Cc1ccc(N/C=C/C(=O)c2ccccc2)cc1C
(35) O=C(NCc1ccco1)C(=O)NCc1ccccc1Cl
(36) CC(C)(C)[C@H]1CCC(=O)N([C@H](CSc2ccc(Br)cc2)Cc2ccccc2)CC1
screen / no.	31	32	33	34	35	36
LmPK inhibitor	6%	2%	7%	-25%	4%	x
Cycloheximide cs	-1	-4	5	46*	30*	x
Pf growth 96h	0%	u	28%	179%[activator]	u	u
Pf growth 48h	-16%	-9%	u	37%[activator]	21%	u
AMA1-RON2 inh	16%	42%[activator]	4%	-5%	-11%	0%
TbPYK inhibitor	2%	3%	-10%	-1%	0%	-7%
Shiga toxin inh	-15	-5	-3	18	24	x

(37) C[C@]12CCC(=O)C=C1C=C[C@@H]1[C@@H]2CC[C@@]2(C)[C@H]1CC[C@@]21CCC(=O)O1
(38) CCN(CC)S(=O)(=O)c1ccc(N)cc1
(39) C[C@]12CC[C@@H](O)C[C@@H]1CC[C@@H]1[C@@H]2CC[C@]2(C)C(=O)CC[C@@H]12
(40) CCCn1cnc2cc(NC(=O)c3cccs3)ccc21
(41) CN1C(=O)c2ccc(C(=O)Nc3cccnc3)cc2C1=O
(42) CCCc1[nH]nc2c1C(c1ccoc1)C(C#N)=C(N)O2 (centres undefined)
screen / no.	37	38	39	40	41	42
LmPK inhibitor	2%	3%	8%	-17%	-4%	1%
Cycloheximide cs	-3	8	12&10	29*	-3	-3
Pf growth 96h	-21%	-5%	x	30%[activator]	u	u
Pf growth 48h	-21%	47%[activator]	x	290%[activator]	15%	-7%
AMA1-RON2 inh	7%	0%	-8%	2%	-1%	17%
TbPYK inhibitor	4%	2%	-5%	-6%	-2%	-4%
Shiga toxin inh	-8	1	-2&-23	51	-8	2

(43) O=c1[nH]c(S)nc2sc3c(c12)CCCC3
(44) COc1cccc(/C=C/C(=O)NNC(=O)c2ccco2)c1OC
(45) CC(C)CN(CC(C)C)CC(O)COc1ccc([N+](=O)[O-])cc1 (centres undefined)
(46) CCn1c(SCC(=O)NC(=O)c2ccccc2OC)nc2ccccc21
(47) Cc1nnc2c3ccccc3c(-c3cccs3)nn12
(48) COc1ccccc1/C=C/C(=O)NCc1cccnc1
screen / no.	43	44	45	46	47	48
LmPK inhibitor	0%	x	2%	-10%	1%	1%
Cycloheximide cs	6	x	1	10	12	6
Pf growth 96h	22%[1.15 µM]	309%[activator]	-81%	u	-26%	-23%
Pf growth 48h	18%	18%	12µM*	29%	8%	54%[activator]
AMA1-RON2 inh	136%[activator]	127%[activator]	7%	77%[activator]	-6%	12%
TbPYK inhibitor	-12%	4%	-1%	-12%	9%	-2%
Shiga toxin inh	-11	x	10	-19	-3	2

(49) COc1ccc(OC)c(NC(=O)c2ccc(-c3cccs3)cc2)c1
(50) O=C(Nc1ccc(F)cc1)Nc1cnccn1
(51) CNC(=O)Nc1ccc(S(N)(=O)=O)cc1
(52) COc1cccc2c(C)c(C(=O)O)[nH]c12
(53) Nc1cccc(C(=O)Nc2ccco2)c1
(54) O=C(CCCl)Nc1nc2c(s1)CCc1ccccc1-2
screen / no.	49	50	51	52	53	54
LmPK inhibitor	6%	-5%	14%	1%	-5%	1%
Cycloheximide cs	15	13*	-3	33*	8	9
Pf growth 96h	12%	40%[activator]	25%	5%	x	2.1µM*
Pf growth 48h	18%	8%	44%[activator]	-22%	31%[activator]	u
AMA1-RON2 inh	28µM*	-4%	19%	-7%	-9%	-21%
TbPYK inhibitor	-7%	-7%	2%	-15%	0%	5%
Shiga toxin inh	24	17	11	-35*	31	25

(55) COc1ccc(NS(=O)(=O)c2ccc(O)c(C(=O)OCC(=O)N3CC(C)OC(C)C3)c2)cc1 (centres undefined)
(56) COc1ccc(NC(=S)N2CCCC(c3nc4ccc(C)cc4[nH]3)C2)c(OC)c1 (centres undefined)
(57) CCOC(=O)c1sc2nc(C)nc(Nc3ccccc3)c2c1C
(58) N#Cc1nc(-c2ccccc2)oc1NCCN1CCCCC1
(59) CN(C)c1nc(-c2cccnc2)nc(-c2ccc(Cl)cc2)c1C#N
(60) CSc1cccc(NC(=O)CSc2ccccc2)c1
screen / no.	55	56	57	58	59	60
LmPK inhibitor	10%	8%	1%	1%	7%	-8%
Cycloheximide cs	-8	10	-6	5	-5	40*
Pf growth 96h	x	-30%	-11%	0%	-17%	x
Pf growth 48h	-10%	-5%	2%	-6%	47%[activator]	46%[activator]
AMA1-RON2 inh	-6%	18%	-6%	u	-4%	15%
TbPYK inhibitor	7%	-6%	-2%	1%	-8%	-2%
Shiga toxin inh	-7	17	-7	18	-7	3.5*

(61) O=C(N/N=C/c1ccco1)c1cccc(NC(=O)c2ccccc2Cl)c1
(62) COCCNC(=O)Cn1c(=O)n(CCCCCC(=O)NCc2ccc3c(c2)OCO3)c(=O)c2sccc21
(63) Cc1noc(C)c1C(=O)NC(C)c1ccc2c(c1)OCO2 (centres undefined)
(64) S=C(NC1CC2CCC1C2)N1CCN(c2cccc(Cl)c2)CC1 (centres undefined)
screen / no.	61	62	63	64
LmPK inhibitor	1%	-4%	-1%	0%
Cycloheximide cs	8	-3	-2	0
Pf growth 96h	0%	20%	x	0%
Pf growth 48h	16%	u	-3%	0%
AMA1-RON2 inh	19%	x	-1%	0%
TbPYK inhibitor	1%	-9%	-12%	-18%
Shiga toxin inh	16	-17	-14	-6
